Assay outcomes deposited in PubChem BioAssay by National Center for Advancing Translational Sciences (NCATS).
Epigenetic derep = Quantitative High-Throughput Screen for Regulators of Epigenetic Control | murine LDR cells, GFP reporter derepression, 30 h | 0.2% of 280,000 active | AID 1865, 2009 | Potency, µM (highest dose often 53.9 µM), for the others: at the highest dose GFP activation, actives largely listed as activators; further: % of control where 0% means no effect; nearly all actives have a fitted effect of over 60% in size
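Readout is the number of GFP-expressing murine LDR cells, counted by cytometry following washing. Cells were treated with compound for 30 h at 37 C; the stably integrated CMV-GFP locus is normally silent.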
GAA glycogen = qHTS Assay for Inhibitors and Activators of Human alpha-Glucosidase Cleavage of Glycogen; Lysosomal alpha-glucosidase (Homo sapiens), P10253; 0.38% of 300,000 active; recombinant GAA, glycogen substrate, Amplex Red glucose oxidase fluorescence; Potency, µM (series often up to 76.4 µM), for the others: top-dose activity change, negative = inhibition, usual class: inhibitors;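 further: 0% = full enzyme reaction and -100% = no-enzyme basal signal; the screen sought inhibitors and activators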
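Natural-substrate format: glycogen cleavage by 4 nM human enzyme, glucose read by Amplex Red coupling (Ex 573, Em 610 nm). Normalized to enzyme and no-enzyme controls.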
NPSR antag = qHTS Assay for Antagonists of the Neuropeptide S Receptor: cAMP Signal Transduction; Q6W5P4; CHO-NPSR cells, cAMP TR-FRET, antagonist mode; Potency, µM (highest dose often 38.3 µM), for the others: at the top dose activity change, negative = inhibition, usual class: inhibitors; 1% of 220,000 active; AID 1461, 2008; further: on the % scale 0 is the no-effect control and ±100 the full control effect; nearly all actives have a fitted effect of over 50% in size; many of its hits are not listed in these tables
Target sequence (Q6W5P4 whole entry, looked up): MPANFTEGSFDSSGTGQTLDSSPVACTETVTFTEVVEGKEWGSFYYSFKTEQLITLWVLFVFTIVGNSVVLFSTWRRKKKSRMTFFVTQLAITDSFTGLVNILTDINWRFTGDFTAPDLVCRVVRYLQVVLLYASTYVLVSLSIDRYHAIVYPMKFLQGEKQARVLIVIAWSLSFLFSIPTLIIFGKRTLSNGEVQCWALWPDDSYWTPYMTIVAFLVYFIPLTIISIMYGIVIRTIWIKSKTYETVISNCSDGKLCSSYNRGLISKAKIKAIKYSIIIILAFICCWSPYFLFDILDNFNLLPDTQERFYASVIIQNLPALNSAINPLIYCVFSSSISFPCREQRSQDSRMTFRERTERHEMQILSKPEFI
ALDH1A1 inh = qHTS Assay for Inhibitors of Aldehyde Dehydrogenase 1 (ALDH1A1); Aldehyde dehydrogenase 1A1 (Homo sapiens), P00352; Purified ALDH1A1, NADH fluorescence, propionaldehyde substrate; Potency, µM (series often up to 75.3 µM), for the others: at the highest dose activity, negative = inhibition, usual class: inhibitors; 7.3% of 220,000 active; AID 1030, 2008; active means well fitted inhibition curve with a large enough effect, not every such curve was filed as active; inconclusive means small, poorly fitted or top-dose-only effect, or another doubt; inactive means no such curve, though single readings can be large or run the other way;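 further: plate controls were no enzyme wells and a reference inhibitor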
Target sequence (P00352 whole entry, looked up): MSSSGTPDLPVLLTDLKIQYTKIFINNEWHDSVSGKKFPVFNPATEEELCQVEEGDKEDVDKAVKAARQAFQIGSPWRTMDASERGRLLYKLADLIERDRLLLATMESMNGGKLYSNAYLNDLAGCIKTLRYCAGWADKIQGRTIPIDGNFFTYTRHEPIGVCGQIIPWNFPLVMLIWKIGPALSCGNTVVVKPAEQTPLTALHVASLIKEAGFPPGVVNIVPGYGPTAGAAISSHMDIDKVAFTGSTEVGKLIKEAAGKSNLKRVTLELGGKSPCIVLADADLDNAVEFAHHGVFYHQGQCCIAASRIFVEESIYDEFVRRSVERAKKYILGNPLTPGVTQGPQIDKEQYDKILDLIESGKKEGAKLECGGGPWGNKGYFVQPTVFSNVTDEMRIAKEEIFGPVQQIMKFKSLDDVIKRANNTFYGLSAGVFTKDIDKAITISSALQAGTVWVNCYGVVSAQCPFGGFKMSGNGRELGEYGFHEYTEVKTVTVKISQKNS
aGal spleen mod = qHTS Assay for Inhibitors and Activators of Human alpha-Galactosidase From Spleen Homogenate | Alpha-galactosidase A (Homo sapiens), P06280 | Potency, µM (series often up to 80 µM), for the others: top-dose activity change, negative = inhibition, actives largely listed as inhibitors | human spleen homogenate, 4MU-alpha-Gal fluorescence, 40 min | AID 2107, 2009 | 0.008% of 240,000 active;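 further: 0% = enzyme with vehicle and -100% = no enzyme basal signal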
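Human spleen homogenate (1 ug) as enzyme source, 4-methylumbelliferyl-alpha-D-galactopyranoside 1 mM final, citrate/phosphate pH 5.0 with 0.01% Tween-20. Compounds 40 min at 37C, NaOH/glycine stop; fluorescence Ex 365/Em 440, Hill-fit AC50.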
Tau fluor counter = Counterscreen qHTS for Inhibitors of Tau Fibril Formation, Fluorescence Polarization; tau K18 P301L Alexa594 fluorescence, heparin fibrillization; Potency, µM (titrated, usually from 57.7 µM), inactives show top-dose activity change, negative = decrease; 0.93% of 280,000 active; AID 1463, 2008; further: on the % scale 0 is the no-effect control and ±100 the full control effect; nearly all actives have a fitted effect of over 55% in size
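Human tau K18 P301L (15 uM unlabeled, 0.24 uM Alexa 594-labeled) in 100 mM sodium acetate pH 7 with 20 uM heparin, 6 hr at 37 C. ThT 30 uM added, 1 hr ambient; Alexa 594 FP and total fluorescence read at 555/632 nm.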
GAA inhib = qHTS Assay for Inhibitors of Human alpha-Glucosidase as a Potential Chaperone Treatment of Pompe Disease; purified human GAA, 4-MU-alpha-glucoside fluorescence; 0.005% of 200,000 active; Potency, µM (doses to about 76.9 µM), inactives show top-dose activity change, negative = inhibition, hits mostly inhibitors;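 further: plate controls were uninhibited enzyme wells for no effect and no-enzyme background for full effect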
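Human alpha-glucosidase, 4 nM, pre-mixed with test compounds before 400 uM 4-methylumbelliferyl substrate; 20 min room temperature at pH 5.0. Fluorescence read after pH 10 stop; AC50 values from Hill-equation fits.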
GAA spleen mod = qHTS Assay for Inhibitors and Activators of Human alpha-Glucosidase From Spleen Homogenate; Lysosomal alpha-glucosidase (Homo sapiens), P10253; AID 2112, 2009; Potency, µM (series often up to 79.9 µM), inactives show top-dose activity change, negative = inhibition, hits mostly inhibitors; 0.006% of 240,000 active; human spleen homogenate, 4-MU-alpha-glucoside fluorescence;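 further: 0% = enzyme with vehicle and -100% = no enzyme basal signal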
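Enzyme source: human spleen homogenate, 1 ug/well. Buffer 50 mM citric acid/K phosphate pH 5.0, 0.01% Tween-20. 4-MU-alpha-glucoside 1 mM; 37 C x 40 min; NaOH/glycine stop; fluorescence.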
The depositor's hits bear a star; u = inconclusive; x = not tested or not shown; & = joins results of further samples; [ ] = dose if it differs, or a comment. Unless noted, the call rests on the fitted dose curve; in most records, active means well fitted curve in the direction sought with a large enough effect; inconclusive means small, poorly fitted or top-dose-only effect, or another doubt; inactive means no such curve, though single readings can be large; an effect the other way counts as inactive or inconclusive. Potency means the concentration at half of the fitted maximal effect. This is a subset (hit frequency here may not be typical).

Labels used below: A = Epigenetic derep; B = GAA glycogen; C = NPSR antag; D = ALDH1A1 inh; E = aGal spleen mod; F = Tau fluor counter; G = GAA inhib; H = GAA spleen mod
COc1c(C)cc(C(=O)C2CCCN(C(=O)/C=C/c3ccccn3)C2)cc1C (configuration not stated)
  A = 1.5% | B = 10% | C = 13% | D = 14µM* | E = -4% | F = -1% | G = -3% | H = -6%

COc1ccc(CNc2cc(C)nc3ncnn23)c(OC)c1
  A = 1.3% | B = 5% | C = -12%[46.1 µM] | D = -15% | E = 5% | F = -10% | G = -7% | H = -1%

COc1ccc(C)cc1NC(=O)C(Sc1nnc(-c2cccs2)o1)c1ccccc1 (configuration not stated)
  A = 0.0% | B = -1% | C = -15% | D = -6% | E = 2% | F = -16% | G = -2% | H = -8%

CCCOC(=O)CSc1nnc(-c2ccc(Cl)cc2Cl)o1
  A = -1.3% | B = -10% | C = -19%[46.1 µM] | D = u | E = 15% | F = -9% | G = -10% | H = 11%

COc1ccc(Br)cc1CNC(=O)C1CCN(S(=O)(=O)N2CCC(C)CC2)CC1
  A = 0.3% | B = -1% | C = -34% | D = u | E = 7% | F = -19% | G = -3% | H = 4%

O=C(Cc1ccccc1)NCCCN1CCN(CCCNC(=O)Cc2ccccc2)CC1
  A = -1.1% | B = -4% | C = -8%[46.1 µM] | D = 19% | E = -11% | F = 8% | G = 0% | H = -4%

O=S(=O)(c1ccccc1)N1CCN(c2nc3ccccc3s2)CC1
  A = -0.1% | B = -2% | C = 20%[46.1 µM] | D = 3% | E = -2% | F = -16% | G = -2% | H = 1%

CNC(=O)c1[nH]cnc1C(=O)N[C@@H](CC(C)C)C(=O)OC(C)(C)C
  A = 0.8% | B = 10% | C = -46% | D = u | E = 14% | F = -15% | G = x | H = 6%

O=C(COC(=O)c1cccc(C(F)(F)F)c1)NCc1ccc(Cl)cc1
  A = -0.9% | B = -3% | C = 14% | D = 17% | E = -1% | F = 2% | G = -1% | H = 1%

Cc1ccc(C)c(NS(=O)(=O)c2ccc(OCC(=O)NCc3ccccn3)cc2)c1
  A = -0.1% | B = 1% | C = -12% | D = 0% | E = 5% | F = -9% | G = 8% | H = 1%

CN(C(=O)CCn1c(=S)oc2ccccc21)C1CCCCC1
  A = -1.0% | B = 0% | C = -5% | D = x | E = -8% | F = 2% | G = x | H = -1%

CCC(C)[C@H](NC(=O)NCC1CCCO1)C(=O)OC (some centres not stated)
  A = -7.4% | B = 4% | C = 0%[46.1 µM] | D = 9% | E = 1% | F = -9% | G = -2% | H = -6%

Cc1ccc(OCCOc2cccc(Br)c2)c([N+](=O)[O-])n1
  A = 0.0% | B = -7% | C = -17% | D = -7% | E = -1% | F = u | G = 4% | H = 1%

CC1CCN(C(=O)CN2C(=O)C(C)(C)Oc3ccc(C(=O)NC4CCCC4)cc32)CC1
  A = 0.9% | B = 2% | C = -12%[46.1 µM] | D = u | E = -2% | F = 0% | G = -13% | H = -4%

CC1CCN(S(=O)(=O)c2ccc(Cl)cc2)CC1
  A = 5.8% | B = 6% | C = -20%[46.1 µM] | D = 2% | E = -3% | F = -3% | G = -6% | H = -4%

CC(=O)Nc1ccc(NC(=O)c2ccccc2S(=O)(=O)c2ccccc2[N+](=O)[O-])cc1
  A = -1.9% | B = 8% | C = 14% | D = 1% | E = 2% | F = -9% | G = -1% | H = 2%

CC(=O)c1cccc(N(C(=O)Cn2nnc3ccccc32)C(C(=O)NCC2CCCO2)c2ccc(N3CCOCC3)cc2)c1 (configuration not stated)
  A = -1.1% | B = -8% | C = -12% | D = 5% | E = 0% | F = 5%[2.34 µM] | G = 12% | H = -8%

COc1cccc(-c2csc(NC(=O)C3CC3)n2)c1
  A = -1.8% | B = -3% | C = -4%[46.1 µM] | D = 8% | E = 7% | F = -14% | G = -2% | H = 2%

CN(C)S(=O)(=O)c1ccc(C(=O)Oc2coc(CSc3ncccn3)cc2=O)cc1
  A = -11% | B = -4% | C = 10% | D = 5% | E = 1% | F = -2% | G = -25% | H = 1%

CN(Cc1ccccc1)C(=O)COC(=O)C1=NNC(=O)CC1
  A = 0.0% | B = 1% | C = 17% | D = u | E = -2% | F = 4% | G = 0% | H = 2%

Cc1cc(C)c(/C=N/n2c(C)cc(C)c(C#N)c2=O)c(C)c1
  A = 1.1% | B = -2% | C = 11% | D = 10% | E = 7% | F = 3% | G = 5% | H = 8%

Cc1[nH]c(=O)[nH]c(=O)c1CSc1nnc([C@@H](NC(=O)OC(C)(C)C)C(C)C)o1
  A = -0.7% | B = -2% | C = 4%[46.1 µM] | D = 11% | E = 3% | F = -4% | G = -7% | H = 4%

CCc1ccc2oc(=O)cc(CN3CCN(c4ccc(F)cc4)CC3)c2c1
  A = 0.6% | B = -12% | C = u | D = u | E = 0% | F = -16% | G = -3% | H = -4%

O=C(CSc1nnc(SCc2ccc(Cl)cc2)s1)N/N=C/c1ccc(C(=O)O)cc1
  A = -3.1% | B = 2% | C = 3% | D = x | E = 0% | F = -8% | G = x | H = 7%

O=C(NCc1ccccn1)C12CC3CC(CC(C3)C1)C2
  A = -3.0% | B = -1% | C = -8% | D = -15% | E = 3% | F = -10% | G = 7% | H = 6%

CC(Oc1ccccc1)C(=O)OCC(=O)N1CC(=O)Nc2ccccc21 (configuration not stated)
  A = 4.7% | B = -8% | C = 4% | D = -3% | E = 7% | F = 8% | G = 0% | H = -2%

O=C(CSc1nnc(CNC(=O)c2c(F)cccc2Cl)o1)NCc1ccc2c(c1)OCO2
  A = -1.9% | B = -22% | C = -1%[46.1 µM] | D = 1% | E = 1% | F = 0% | G = 3% | H = 7%

Cc1c(C(=O)NCCN2C(=O)S/C(=C\c3cccnc3)C2=O)cccc1[N+](=O)[O-]
  A = 1.1% | B = 2% | C = 20%[7.67 µM] | D = x | E = -1% | F = -11% | G = x | H = -1%

Cn1c(N2CCN(C(=O)NC34CC5CC(CC(C5)C3)C4)CC2)nc2ccccc21
  A = 3.2% | B = 8% | C = -10%[46.1 µM] | D = 4% | E = -4% | F = 0% | G = -2% | H = -2%

Cc1cccn2cc(-c3ccc(Cl)cc3)nc12
  A = -1.2% | B = 4% | C = -39% | D = u | E = 5% | F = -9% | G = x | H = 3%

O=C1CC(NCc2ccc3c(c2)OCO3)C(=O)N1CCc1ccccc1 (configuration not stated)
  A = 0.9% | B = -2% | C = -2%[46.1 µM] | D = 14µM* | E = -13% | F = -7% | G = -5% | H = -2%

Cc1cc(/C=N/NC(=O)Cn2c3ccccc3c(=O)c3ccccc32)c(C)n1-c1ccccc1
  A = -2.0% | B = 4% | C = u | D = u | E = u | F = -21% | G = u | H = u

COc1cccc2c(=O)n(CC(=O)N3CCN(c4ccccc4)CC3)ccc12
  A = -1.0% | B = 0% | C = -15%[46.1 µM] | D = 2% | E = 5% | F = -2% | G = -2% | H = -10%

c1ccc(Nc2nc3ccccc3o2)cc1
  A = -1.5% | B = -1% | C = u | D = u | E = 4% | F = -26% | G = u | H = 0%

Cc1cccc[n+]1CC(=O)Nc1cccc([N+](=O)[O-])c1
  A = -1.3% | B = 6% | C = -5% | D = 9% | E = 3% | F = -6% | G = 5% | H = 3%

O=c1cc2c(nn1Cc1ccc(Cl)cc1Cl)-c1ccccc1CC2
  A = 0.8% | B = 2% | C = -15%[46.1 µM] | D = -3% | E = 3% | F = -15% | G = -7% | H = -5%

Cc1ccc(Nc2nnc(SCC(=O)NC3CCS(=O)(=O)C3)s2)c(C)c1 (configuration not stated)
  A = -3.4% | B = -4% | C = 5% | D = 8% | E = 6% | F = 3% | G = 3% | H = 4%

O=C1CC(c2ccco2)CC(O)=C1C=NCCN1CCN(C(=S)Nc2ccccc2)CC1 (configuration not stated)
  A = 0.1% | B = 3% | C = 13% | D = x | E = 4% | F = -13% | G = x | H = -3%

O=C(O)c1ccc(Sc2nnnn2-c2ccccc2)c([N+](=O)[O-])c1
  A = -1.2% | B = 11% | C = 3%[46.1 µM] | D = -9% | E = -14% | F = -1% | G = 3% | H = 0%

NCCCCN
  A = -1.2%&2.0% | B = x | C = -12%[46.1 µM] | D = 6%&1% | E = 9%&0% | F = 1%&-1% | G = x | H = -1%&13%

Entries of single compounds, looked up by structure. Order of values: Epigenetic derep, GAA glycogen, NPSR antag, ALDH1A1 inh, aGal spleen mod, Tau fluor counter, GAA inhib, GAA spleen mod
Entry for COc1cccc2c(=O)n(CC(=O)N3CCN(c4ccccc4)CC3)ccc12 → -1.0%, 0%, -15%[46.1 µM], 2%, 5%, -2%, -2%, -10%
Entry for c1ccc(Nc2nc3ccccc3o2)cc1 → -1.5%, -1%, u, u, 4%, -26%, u, 0%

The listing continues:
Labels used below: A = Epigenetic derep; B = GAA glycogen; C = NPSR antag; D = ALDH1A1 inh; E = aGal spleen mod; F = Tau fluor counter; G = GAA inhib; H = GAA spleen mod
CN1CCN(NC(=O)CN2C(=O)/C(=C/c3c(Cl)cccc3Cl)SC2=S)CC1
  A = 0.9% | B = 0% | C = -14%[46.1 µM] | D = -6% | E = 1% | F = -13% | G = u | H = -11%

CCOC(=O)c1sc(N)nc1-c1ccccc1
  A = -1.0% | B = 1% | C = 8%[46.1 µM] | D = u | E = -17% | F = 1% | G = -11% | H = -9%

CCOC(=O)c1c(C(C#N)C#N)cc(C)nc1C
  A = 6.1% | B = -2% | C = 14%[7.67 µM] | D = -3% | E = -1% | F = -7% | G = 1% | H = 2%

COC(=O)c1sc2nc(CN3CCN(c4cccc(C(F)(F)F)c4)CC3)[nH]c(=O)c2c1C
  A = 0.0% | B = 5% | C = -5%[46.1 µM] | D = u | E = 0% | F = -12% | G = 2% | H = -7%

CCn1c(SCC(=O)Nc2nccs2)nnc1-c1ccccc1
  A = 5.2% | B = 6% | C = -4%[46.1 µM] | D = -5% | E = -4% | F = -2% | G = 13% | H = -4%
